Bioassay records deposited in PubChem by National Center for Advancing Translational Sciences (NCATS).
LDHA block: qHTS assay for inhibitors of human lactate dehydrogenase; 480,000 compounds, 0.15% hits; AID 1347041, 2019; L-lactate dehydrogenase A chain (Homo sapiens), P00338; purified LDHA, NADH/diaphorase-resazurin fluorescence; active compounds read low; activity change, % (values are at about 110 or 230 µM); in the data active means activity change below about -30%; inconclusive means mostly about -25% to -30%;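 further: plate controls were DMSO wells for no effect and wells without enzyme for full effect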
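LDH5 2 nM; NADH 0.06 mM, pyruvate 0.2 mM; 200 mM Tris pH 7.4, EDTA, Tween-20; 5 min RT. Detection: diaphorase 0.133 mg/mL + resazurin 37 µM, fluorescence ex540/em590 at 0 and 20 min; normalized to enzyme-free and DMSO wells.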
ERG Ets-DNA blk: qHTS for Small Molecule Inhibitors of the ERG Ets/DNA interaction. Transcriptional regulator ERG (Homo sapiens), P11308. fluorescence polarization, His-ERG Ets domain / labelled DNA. Potency, µM (titrated, usually from 76.9 µM), inactives show at the top dose FP activity, negative = inhibition, usual class: inhibitors. 370,000 compounds, 0.028% hits. AID 624246, 2012; active means well fitted inhibition curve with a large enough effect in the polarisation, with a control signal flat; inconclusive means small, poorly fitted or top-dose-only effect, or effect the other way, or a change in a side signal; inactive means no such curve, though single readings can be large or run the other way; the % refers to the polarisation;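 further: polarization taken with two DNA probes labelled with fluorescein and Texas red; potency means the concentration at half of the fitted maximal effect; % of control where 0% means no effect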
Target sequence (P11308 whole entry, looked up, the tested form may be a part): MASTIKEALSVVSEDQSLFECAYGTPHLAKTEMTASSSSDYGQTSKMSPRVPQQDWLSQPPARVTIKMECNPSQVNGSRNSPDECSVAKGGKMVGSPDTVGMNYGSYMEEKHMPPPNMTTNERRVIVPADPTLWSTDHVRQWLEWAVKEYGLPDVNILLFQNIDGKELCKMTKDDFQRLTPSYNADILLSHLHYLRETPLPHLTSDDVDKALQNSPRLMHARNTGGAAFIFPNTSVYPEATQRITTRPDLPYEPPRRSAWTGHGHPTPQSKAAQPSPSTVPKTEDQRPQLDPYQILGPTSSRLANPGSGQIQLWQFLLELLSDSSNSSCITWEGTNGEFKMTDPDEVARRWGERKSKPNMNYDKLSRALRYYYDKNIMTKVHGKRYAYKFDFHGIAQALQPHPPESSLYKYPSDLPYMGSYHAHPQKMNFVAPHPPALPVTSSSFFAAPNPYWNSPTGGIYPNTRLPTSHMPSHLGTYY
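His-tagged ERG Ets domain (1 uM in the protein solution; 300mM KCl, 50mM Tris-HCl, 1mM EDTA, 1mM DTT, pH 7.5) received compound, then a probe mix of 5 nM fluorescein-DNA and 100nM Texas-615-DNA. Fluorescence polarization was read for both dyes.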
D2 ag: HTS Assay for Allosteric Agonists of the Human D2 Dopamine Receptor: Primary Screen for Agonists. D(2) dopamine receptor (Homo sapiens), P14416. HEK293 T-REx D2 cells, calcium flux agonist mode. activation, % at 2 µM. 340,000 compounds, 0.53% hits. AID 485358, 2010;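 active means activation over 3 SD above normal in the single-dose calcium agonist read, cut at about 30% in these data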; further: 0% is about no effect
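Calcium-flux readout, 1 cycle/sec over 180 s following compound pin transfer, in inducible HEK293 Trex D2 cells (force-coupled); dopamine controls included. Positive calcium responses during this window marked compounds as potential agonists.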
GRP78 ERSR act: qHTS for Inducers of the Endoplasmic Reticulum Stress Response (ERSR) in Human Glioma: qHTS; U87-MG GRP78 promoter luciferase reporter, 16 h; AID 602332, 2012; Potency, µM, without a hit: at the top dose activation, hits mostly activators; 420,000 compounds, 0.02% hits; further: potency means the concentration at half of the fitted maximal effect; series mostly up to about 76 µM; % of control where 0% means no effect; nearly all actives have a fitted effect of over 35% in size
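Stably transfected U87-MG human glioma cells carrying a GRP78-based luminescent sensor were seeded at 1000 cells/well, pin-dosed with compounds and incubated 16 h. Luciferase reagent was then added, and end-point luminescence was read after 10 min at room temperature.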
12-LOX inh: Primary qHTS assay for inhibitors of human arachidonate 12S-lipoxygenase (ALOX12): Round 2. Polyunsaturated fatty acid lipoxygenase ALOX12 (Homo sapiens), P18054. purified 12hLO, xylenol orange hydroperoxide absorbance. Potency, µM (highest dose often 108 µM), without a hit: top-dose activity change, negative = inhibition, most hits filed as inhibitors. 580,000 compounds, 1.1% hits. AID 1671190, 2021; further: potency means the concentration at half of the fitted maximal effect; on the % scale 0 is the no-effect control and ±100 the full control effect
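Purified human 12hLO (150 nM final) in 25 mM Hepes, 0.01% Triton X-100, pH 7.0 was preincubated 15 min at room temperature with compound. Then 40 uM arachidonic acid was added, 30 min. Hydroperoxide was read by Fe-XO absorbance ratio 573/405 nm.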
Vif-A3G inh: qHTS for Inhibitors of Vif-A3G Interactions: qHTS; DNA dC->dU-editing enzyme APOBEC-3G (Homo sapiens), Q9HC16; HeLa A3G-eYFP + Vif (tagged APOBEC3G with the HIV-1 protein that degrades it), YFP fluorescence, overnight; Potency, µM (top dose mostly 46.1 µM), without a hit: at the top dose activity, negative = active, most hits filed as inhibitors; 410,000 compounds, 0.076% hits;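 further: potency means the concentration at half of the fitted maximal effect; on the % scale 0 is the no-effect control and ±100 the full control effect; nearly all actives have a fitted effect of over 60% in size; hits raise eYFP signal because A3G escapes Vif-driven loss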
Target sequence (Q9HC16 whole entry, looked up): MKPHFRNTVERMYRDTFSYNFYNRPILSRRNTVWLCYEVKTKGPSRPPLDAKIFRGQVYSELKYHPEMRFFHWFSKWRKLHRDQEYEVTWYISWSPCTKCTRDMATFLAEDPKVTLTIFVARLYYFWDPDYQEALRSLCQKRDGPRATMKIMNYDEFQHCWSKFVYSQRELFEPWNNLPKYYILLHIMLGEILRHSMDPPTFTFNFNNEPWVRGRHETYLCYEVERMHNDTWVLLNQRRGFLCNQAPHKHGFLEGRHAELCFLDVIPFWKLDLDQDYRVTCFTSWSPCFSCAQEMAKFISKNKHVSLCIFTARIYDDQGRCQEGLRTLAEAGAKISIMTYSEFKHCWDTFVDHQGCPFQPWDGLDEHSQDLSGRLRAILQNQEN
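Read-out is eYFP fluorescence (Ex 488/Em 500-530) from Vif-expressing HeLa A3G-eYFP cells; more signal means A3G escaped Vif-mediated degradation. Cells plated overnight, compound pinned in, incubated overnight at 37 deg C.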
D2 antagonist: HTS Assay for Allosteric Antagonists of the Human D2 Dopamine Receptor: Primary Screen for Antagonists. D(2) dopamine receptor (Homo sapiens), P14416. HEK293 TREx D2 cells, calcium flux, dopamine EC80. inhibition, % at 10 µM. 340,000 compounds, 2% hits. AID 485344, 2010; in the data active means inhibition above about 30%; further: 0% is about no effect
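Tetracycline-induced HEK293 T-REx cells expressing D2 force-coupled to calcium signalling were dye-loaded, exposed to compound for 180 s, then challenged with an EC80 of dopamine; calcium flux was followed kinetically for a further 180 s.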
RGS4 inh: Inhibitors of Regulator of G Protein Signaling (RGS) 4: qHTS. Transcreener GDP fluorescence polarization, RGS4-accelerated GTP hydrolysis. Potency, µM (series often up to 114 µM), for the others: at the top dose activity change, negative = inhibition, usual class: inhibitors. 390,000 compounds, 0.039% hits; further: potency means the concentration at half of the fitted maximal effect; on the % scale 0 is the no-effect control and ±100 the full control effect; nearly all actives have a fitted effect of over 75% in size; some results filed as inactive show a strong effect at the top dose
Target sequence (P49798 whole entry, looked up): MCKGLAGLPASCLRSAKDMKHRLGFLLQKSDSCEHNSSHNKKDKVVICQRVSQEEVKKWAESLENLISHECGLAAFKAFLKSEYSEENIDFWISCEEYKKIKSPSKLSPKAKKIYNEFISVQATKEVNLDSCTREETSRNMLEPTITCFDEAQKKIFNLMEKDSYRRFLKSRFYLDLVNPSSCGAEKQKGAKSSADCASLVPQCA
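MLSMR compounds (23 nl, pin-transferred) preincubated 10 min at room temperature with a 500nM (2x) first reagent, then RGS4 at 900nM (2x) plus Transcreener GDP mix added; fluorescence polarization (620/688 nm) read before and after 90 min at 30 °C.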
Vif-APOBEC3F blk: qHTS for Inhibitors of Vif-A3F Interactions: qHTS. HeLa A3F-eYFP + Vif (tagged APOBEC3F with the HIV-1 protein that degrades it), YFP fluorescence increase. Potency, µM (series often up to 46.1 µM), for inactives: top-dose activity, negative = active. 390,000 compounds, 0.2% hits. AID 602313, 2012; further: potency means the concentration at half of the fitted maximal effect; % of control where 0% means no effect; nearly all actives have a fitted effect of over 65% in size
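Fluorescence increase (Ex 488/Em 500-530) after overnight compound treatment at 37 deg C flags inhibition of Vif-driven A3F-eYFP loss in stable HeLa A3F-eYFP/Vif cells seeded overnight beforehand.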
The depositor's hits bear a star; u = inconclusive; x = no result given; & = joins results of further samples; [ ] = remark or other dose. Unless noted, the call rests on the fitted dose curve; in most records, active means well fitted curve in the direction sought with a large enough effect; inconclusive means small, poorly fitted or top-dose-only effect, or another doubt; inactive means no such curve, though single readings can be large; an effect the other way counts as inactive or inconclusive.

SMILES | LDHA block | ERG Ets-DNA blk | D2 ag | GRP78 ERSR act | 12-LOX inh | Vif-A3G inh | D2 antagonist | RGS4 inh | Vif-APOBEC3F blk
c1ccc(C(c2nnnn2C2CCCC2)N2CCCCCC2)nc1 (configuration not stated) | -2 | x | 0.2 | -3% | 2% | 1% | 0 | 9% | -9%
CCOC(=O)c1ccccc1NC(=O)Cn1cnc2c(cnn2-c2ccc(F)cc2)c1=O | 0 | -6% | 0.7 | 0% | 1% | 2% | -3 | 24% | -5%
CCCC(=O)NCCCc1nc2ccccc2[nH]1 | -5 | -7% | 0.5 | -3% | 10% | 2% | 9 | 2% | 3%
COc1ccc(S(=O)(=O)NC(C)C)cc1C(=O)NC1CCCCC1 | -8 | -4% | x | -4% | 9% | 0% | x | -5% | -10%
Cc1csc(=Nc2c(C)n(C)n(-c3ccccc3)c2=O)n1-c1ccccc1 | -3 | 11% | 0.3 | -3% | -2% | 1% | 15 | 17% | -3%
CCCCCCN=C(C)c1ccccc1O | -3 | 0% | 0.0 | -6% | 8% | -1% | -21 | -25% | 0%
O=c1c(F)cn(C2CCCO2)c(=O)n1Cc1c(F)cccc1Cl (configuration not stated) | -1 | -1% | -1.1 | -3% | u | -5% | -9 | 18% | -3%
CC(C(=O)Nc1cccnc1)N1C(=O)C2C3C=CC(C3)C2C1=O (configuration not stated) | -2 | 2% | 0.7 | -7% | 0% | 0% | 5 | 4% | -2%
COc1ccc(NC(=O)C(C)Sc2nnc(C3CC3)n2C2CC2)cc1 (configuration not stated) | -2 | x | x | -6% | 0% | 2% | x | -16% | -7%
Cc1ccc(NC(=O)[C@H](NC(=O)[C@@H]2Cc3ccccc3CN2)c2ccccc2)cc1 | -8 | -3% | 0.9 | 4% | -25% | 3% | -6 | 15% | -10%
CC(=O)N1CCN(c2ccccc2NC(=O)c2cccc3c(Cl)cccc23)CC1 | -2 | 1% | x | -1% | 0% | -10% | x | 9% | -6%
CCCCC[C@H](O)/C=C/[C@H]1C=CC(=O)[C@@H]1C/C=C\CCCC(=O)O | x | x | 1.5 | 1% | 4%[12.5 µM] | x | 6 | x | x
Cn1c(=O)c2c(nc(OC3CCCCCC3)n2C)n(C)c1=O | -8 | x | x | -5% | -3% | 2% | x | 16% | -10%
CCOC(=O)c1c(NC(=O)c2ccoc2C)sc2c1CCC2 | -1 | 0% | -0.9 | 2% | -5% | 0% | -13 | -6% | -5%
CN(C)CCC#CC(O)(c1ccccc1)c1ccccc1 | 0 | 8% | 0.0 | -6% | 5% | -5% | -1 | 14% | 9%

Sorted by the number under D2 antagonist (smallest number first): 3 from the list above
canonical_smiles	ERG Ets-DNA blk	12-LOX inh	Vif-A3G inh	D2 antagonist	RGS4 inh
CCCCCCN=C(C)c1ccccc1O	0%	8%	-1%	-21	-25%
CCCC(=O)NCCCc1nc2ccccc2[nH]1	-7%	10%	2%	9	2%
Cc1csc(=Nc2c(C)n(C)n(-c3ccccc3)c2=O)n1-c1ccccc1	11%	-2%	1%	15	17%

Next part.
SMILES | LDHA block | ERG Ets-DNA blk | D2 ag | GRP78 ERSR act | 12-LOX inh | Vif-A3G inh | D2 antagonist | RGS4 inh | Vif-APOBEC3F blk
CCCN(CC(=O)Nc1ccccc1OC)C(=O)c1cccc(S(=O)(=O)NCc2ccccc2)c1 | -4 | -11% | 0.1 | -5% | 19% | 0% | 4 | -7% | 10%
COc1cccc2c1Oc1ncccc1N(C(=O)CCC(=O)NCc1ccc(C)cc1)C2 | -9&-5 | 2%&-1% | 0.3&-0.2 | -3%&2% | 2%&3% | -3%&-5% | -11 | 5%&-11% | 8%&4%
CCS(=O)(=O)c1ccc2oc(Nc3ccc(OC)cc3)nc2c1 | 0&-2 | 8% | -0.6 | 6% | 24%&-9% | -2% | 34* | 2% | -3%
O=c1c2ccccc2nc(/C=C/c2ccc([N+](=O)[O-])cc2)n1CCCO | 1 | -6% | 0.0 | -1% | 9% | -24% | 10 | u | 8%
COc1ccc(S(=O)(=O)N2CCOCC2)c(Cl)c1Cl | 1 | x | 0.3 | -4% | 0% | -3% | -29 | 5% | -2%
CSc1nc2c(ccc3ccccc32)o1 | -2 | 1% | 0.9 | 3% | -8% | 0% | -14 | -35%[56.9 µM] | -1%
C#CCOCCOCCOCCNc1nc(N2CCN(C(=O)CCCCCCCCCCNC(=O)[C@H](CCCCN)n3cc(C[C@@H](C)CC)nn3)CC2)nc(N2CCN(C(=O)CCCCCCCCCCNC(=O)[C@@H]([C@H](C)O)n3cc(C)nn3)CC2)n1 | 1 | 16% | 3.3 | -12% | x | u | 12 | u | 0%
O=C(c1ccc(CSc2ccc(Cl)cc2)cc1)N1CCOCC1 | -2 | 6% | -1.5 | 4% | -14% | -1% | 0 | -1% | 4%
COCCNC(=S)N1CCN(c2nc(-c3ccccc3)cs2)CC1 | -6 | -5% | -2.9 | -1% | 5% | 2% | -16 | -6% | -13%
COc1cc(Br)c(C(C)NC(=O)c2ccc(C)cc2)cc1OC (configuration not stated) | -2 | -4% | -0.3 | -2% | -15% | 1% | 4 | -5% | -1%
Cc1cccc(C)c1NC(=O)CN1CCN(C(=O)CNC(=O)Cc2cccc3ccccc23)CC1 | -4 | x | x | -2% | -17% | -2% | x | x | 1%
COc1ccc(/C=N/n2cnnc2)cc1Br | -8 | u | 0.9 | -3% | -3% | 0% | -9 | 12% | 2%
c1ccc(N=NN2CCOCC2)cc1 | 1 | x | x | 1% | u | 0% | x | x | -6%
COc1ccc(C(=O)NCC(=O)OCc2ccccc2F)cc1 | -3 | -4% | 0.2 | -2% | -3% | 2% | -1 | -4% | 3%
CCc1cccc(C)c1NC(=O)C1C2CCC(O2)C1C(=O)O (configuration not stated) | 0 | 0% | -0.2 | 1% | -2% | -3% | 7 | 0% | 0%

Entries listed above shown as hits in D2 antagonist.
Molecule	ERG Ets-DNA blk	12-LOX inh	Vif-A3G inh	D2 antagonist	RGS4 inh
CCS(=O)(=O)c1ccc2oc(Nc3ccc(OC)cc3)nc2c1	8%	24%&-9%	-2%	34*	2%

Whole records, looked up by structure. Values in the order: LDHA block, ERG Ets-DNA blk, D2 ag, GRP78 ERSR act, 12-LOX inh, Vif-A3G inh, D2 antagonist, RGS4 inh, Vif-APOBEC3F blk
`COc1cccc2c1Oc1ncccc1N(C(=O)CCC(=O)NCc1ccc(C)cc1)C2` reads -9&-5, 2%&-1%, 0.3&-0.2, -3%&2%, 2%&3%, -3%&-5%, -11, 5%&-11%, 8%&4%
`CCc1cccc(C)c1NC(=O)C1C2CCC(O2)C1C(=O)O` (configuration not stated) reads 0, 0%, -0.2, 1%, -2%, -3%, 7, 0%, 0%

(further entries)
SMILES | LDHA block | ERG Ets-DNA blk | D2 ag | GRP78 ERSR act | 12-LOX inh | Vif-A3G inh | D2 antagonist | RGS4 inh | Vif-APOBEC3F blk
Cc1oc(-c2ccccc2F)nc1CS(=O)CC(=O)NCc1ccc(Cl)cc1 (configuration not stated) | -3 | 0% | -0.8 | -6% | -16% | 0% | 2 | 5%[11.4 µM] | 3%
CCCCn1c(N)c(N(CCOC)C(=O)c2ccc(Br)s2)c(=O)[nH]c1=O | -2 | 19% | -0.4 | 0% | -18% | 0% | -1 | -18% | 5%
O=C(O)COc1ccccc1/C=N/NC(=O)CSc1nnc(SCc2ccc(Cl)cc2)s1 | -3 | -10% | -0.5 | -4% | -25% | 2% | -11 | -12% | 6%
CC(=O)C1C(c2ccc(C)cc2)c2c(n[nH]c2C)CC1(C)O (configuration not stated) | -4 | 0% | 0.2 | -4% | -2% | 0% | 3 | -20% | -3%
O=C(O)CCN1C(=O)/C(=C\c2ccc(-c3nc4ccccc4s3)o2)SC1=S | -1 | 10% | -0.2 | -1% | x | -7% | -27 | u | -2%
O=C(CCc1nnc(CCCc2ccccc2)o1)N1CCCCCC1 | 0 | -4% | 0.6 | 5% | 5% | 1% | -2 | -19% | -4%
COc1cc(/C=C/C(=O)OCC(=O)Nc2ccccc2Sc2ccc(Cl)cc2)ccc1O | -2 | -2% | -1.8 | -5% | -17% | 0% | -1 | -1% | 8%
COCCNC(=O)c1ccc(CS(=O)(=O)c2ccc(Cl)cc2)o1 | -7 | -9% | 0.1 | 0% | 2% | 5% | -16 | 10% | 0%
CCOC(=O)c1c(C)oc2c(CC(=O)c3ccccc3)c(Cl)c(O)c(O)c12 | 7 | 0% | 0.7 | -2% | -16% | 4% | -1 | 22% | 3%
CCOC1=C2CN(S(=O)(=O)c3ccc(Cl)cc3)[C@H](c3ccccc3)C[C@@H]2N(S(=O)(=O)c2ccc(C)cc2)[C@H](c2ccccc2)C1 | -5 | x | x | -3% | u | 1% | x | x | x

A portion of the library (hit frequency here may not be typical).
